# PPARg SRC-1 ag: PPARgamma agonists recruiting SRC-1 coactivator, primary screen, biochemical | Peroxisome proliferator-activated receptor gamma (Homo sapiens), P37231 | PPARgamma-SRC-1 coactivator recruitment biochemical assay | activation, % at 8 µM | 200,000 tested, 0.41% active; in the data active = activation above about 19%;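 note: 0% = DMSO and 100% = reference agonist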
# Target sequence (P37231 whole entry, looked up): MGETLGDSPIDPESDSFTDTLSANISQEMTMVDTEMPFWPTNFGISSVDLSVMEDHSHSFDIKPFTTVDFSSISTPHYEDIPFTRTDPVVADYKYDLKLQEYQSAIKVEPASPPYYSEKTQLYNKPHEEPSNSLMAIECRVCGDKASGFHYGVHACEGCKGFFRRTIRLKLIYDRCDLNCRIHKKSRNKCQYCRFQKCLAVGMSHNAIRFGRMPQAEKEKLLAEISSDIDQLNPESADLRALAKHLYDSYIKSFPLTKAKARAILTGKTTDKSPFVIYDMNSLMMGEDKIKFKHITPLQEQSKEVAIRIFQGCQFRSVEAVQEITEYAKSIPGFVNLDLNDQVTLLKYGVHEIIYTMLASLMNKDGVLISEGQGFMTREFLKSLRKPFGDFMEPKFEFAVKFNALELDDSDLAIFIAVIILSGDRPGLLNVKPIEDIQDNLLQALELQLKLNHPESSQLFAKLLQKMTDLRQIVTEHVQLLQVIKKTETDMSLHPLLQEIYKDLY
# bIAP inh: bovine intestinal alkaline phosphatase inhibitors, primary screen, selectivity assay for TNAP inhibitor project, biochemical, bovine IAP, CDP-star luminescence; alkaline phosphatase, intestinal [Bos taurus]; purified bovine IAP, 30 min; inhibition, % at 20 µM; 190,000 tested, under 10 active; AID 1019, 2008;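 active = over 50% inhibition of intestinal alkaline phosphatase at 20 µM in the single-dose screen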
#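 System: Purified bovine intestinal alkaline phosphatase (IAP) enzyme | Input: IAP diluted 1/65,000,000 in the well | Also added: CDP-star chemiluminescent phosphatase substrate, 30 µM final | Dosing: 20 µM single dose | Times: Enzyme reaction for 30 min at room temperature | Detection: Luminescence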
# PPARg SRC-2 ag: agonists of PPARg-SRC-2 recruitment, primary screen, biochemical, HTS. Peroxisome proliferator-activated receptor gamma (Homo sapiens), P37231. activation, % at 8 µM. PPARgamma LBD-SRC-2 recruitment. 200,000 tested, 0.34% active; in the data active = activation above about 22%;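 note: 0% = vehicle and 100% = reference agonist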
# STAT3 inh: IL-6 driven STAT3 reporter inhibitors, primary screen, U3A cells, luciferase, luminescence, MLSCN library. IL-6 STAT3-luciferase reporter; host cell line lacks STAT1. inhibition, % at 5.5 µM. 190,000 tested, 0.89% active. AID 862, 2007;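 active = inhibition above the mean inhibition across all screened compounds plus 3 SD, cut at about 44% in these data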;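 note: 0% = DMSO only wells and 100% = 100 µM nifuroxazide control wells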
# PPARg SRC-3 ag: PPARgamma agonists recruiting SRC-3 coactivator, primary screen, biochemical. 200,000 tested, 0.26% active. AID 731, 2007. biochemical PPARgamma/SRC-3 coactivator recruitment assay. activation, % at 8 µM. Peroxisome proliferator-activated receptor gamma (Homo sapiens), P37231; in the data active = activation above about 23%;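 note: 0% = DMSO and 100% = reference agonist; some compounds past the cut are filed as inactive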
# TR-FRET SRC-2 ct: TR-FRET signal artefacts, primary screen, artefact control for PPARgamma SRC-2 agonist project, biochemical. TR-FRET ratio at 8 µM. TR-FRET artefact counter-screen; stronger effect = higher value. 200,000 tested, 0.4% active. AID 1049, 2008; in the data active = TR-FRET ratio above about 2000; note: inactives centre near 1500
# STAT3 activator: IL-6 driven STAT3 reporter potentiators, primary screen, U3A cells, luciferase, luminescence, MLSCN library; AID 871, 2007; activation (% of control), % at 5.6 µM; 190,000 tested, 0.91% active; IL-6 STAT3-luciferase reporter; 100% = signal with IL-6 EC80 alone;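 active = activation above the screen-wide mean of compound activation plus 3 SD, cut at about 130% in these data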;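 note: 0% = background luminescence of wells with medium and substrate only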
#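 Detection: reporter luminescence signal / Assay system: STAT1-lacking human U3A cells, STAT3 luciferase reporter / Incubation: compound pre-incubation 1 h before IL-6, then 6 h stimulation at 37 °C / Control set: IL-6-only high control / Read-out: % activation relative to IL-6 control / Probe or stimulus: Interleukin-6, 33 ng/mL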
# STAT1 blocker: STAT1 signaling inhibitors, primary screen, cell-based, HTS, luciferase reporter. NIH 3T3 STAT1-luciferase reporter, IFN-gamma, luminescence. inhibition, % at 5.5 µM. 200,000 tested, 0.35% active. AID 920, 2007;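 active = inhibition above a set limit, the mean inhibition across all tested compounds plus 3 SD, cut at about 34% in these data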;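 note: 0% = IFN-gamma with DMSO and 100% = IFN-gamma with 300 µM nifuroxazide; values of inactives mirror those of a sister screen read the other way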
# TNAP act hi DEA: TNAP activators at high phosphate acceptor level, primary screen, biochemical, luminescence, uHTS; 200,000 tested, under 10 active; Alkaline phosphatase, tissue-nonspecific isozyme (Homo sapiens), P05186; activation factor at 20 µM; AID 1136, 2008; purified TNAP, CDP-star luminescence, 1 M DEA, 30 min; stronger effect = higher value; 0 = EDTA background, 1 = DMSO-only activity;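 active = activation factor at least 2 at 20 µM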
#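 Test system – human TNAP · Doses – 20 µM single point · Incubation – 30 min, room temperature · Signal – luminescent substrate turnover signal · Read-out basis – activation factor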
# bIAP act: bovine intestinal alkaline phosphatase activators, primary screen, biochemical, bovine IAP, CDP-star luminescence; activation factor at 20 µM; purified bovine IAP, 30 min; stronger effect = higher value; fold of DMSO-control signal, blank-subtracted; 200,000 tested, 0.17% active;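 active = activation factor of 2 or more at 20 µM, a signal rise over negative controls twice the positive control's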
# ROMK primary: ROMK potassium channel modulators, primary screen, cell-based, thallium flux, MLSMR library; ATP-sensitive inward rectifier potassium channel 1 (Homo sapiens), P48048; Tet-inducible ROMK, thallium flux fluorescence; actives lie on both sides; B-score at 10 µM; 130,000 tested, 2% active; AID 1918, 2009;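 active = signal ratio slope over the read window, or its plate-corrected B-score, at least 3 SD from the plate mean, either direction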;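 note: B-score of the F/F0 ratio slope over 7 to 12 s after thallium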
# Target sequence (P48048 whole entry, looked up): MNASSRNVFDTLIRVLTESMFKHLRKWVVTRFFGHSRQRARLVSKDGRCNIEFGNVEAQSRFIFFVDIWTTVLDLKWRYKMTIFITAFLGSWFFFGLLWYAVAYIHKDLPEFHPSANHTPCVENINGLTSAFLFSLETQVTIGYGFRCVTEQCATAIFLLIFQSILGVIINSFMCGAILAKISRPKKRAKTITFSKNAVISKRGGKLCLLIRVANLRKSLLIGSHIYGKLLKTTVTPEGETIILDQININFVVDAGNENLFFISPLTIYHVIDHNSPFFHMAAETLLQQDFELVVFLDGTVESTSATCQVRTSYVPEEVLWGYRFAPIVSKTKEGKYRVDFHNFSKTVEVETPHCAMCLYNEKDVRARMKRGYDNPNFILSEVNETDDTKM
# * hit, by the source's call; x = no result given.
# The line under a structure holds: PPARg SRC-1 ag	bIAP inh	PPARg SRC-2 ag	STAT3 inh	PPARg SRC-3 ag	TR-FRET SRC-2 ct	STAT3 activator	STAT1 blocker	TNAP act hi DEA	bIAP act	ROMK primary
Cc1cccc(NC(=O)NNC(=O)c2c(Cl)c(C)nn2C)c1
    0	14	6	-3	-1	1429	104	3	1	0.9	-0.61
Cc1ccc(C)c(NC(=O)CSc2nnc(CSc3nc(C)cc(C)n3)n2Cc2ccco2)c1
    4	-6	9	0	2	1586	106	4	1	1.1	x
CCOC(=O)c1sc(N)c(C#N)c1CSc1nnc(C2CCCCC2)n1N
    11	10	9	-3	9	1562	104	-6	1.1	0.9	0.54
CCn1c(=O)c(C(=O)NCc2ccc(OC)cc2)c(O)c2ccccc21
    2	8	-3	2	-2	1668	102	-3	1.1	0.9	x
COc1ccc(NC(=O)CSc2c3c(nc4cc(Cl)ccc24)CCCC3)cc1OC
    0	-6	2	-2	6	1586	104	10	1	1.1	x
CCC(C)NC(=S)NNC(=O)c1ccncc1 (centres undefined)
    6	-17	-7	9	0	1588	94	-4	1	1.2	-0.8
O=C(NCCN1CCc2ccccc2C1)Nc1ccc([N+](=O)[O-])cc1
    4	30	12	5	5	1527	96	14	1	0.7	-2.4
c1ccc(CNCC2COc3ccccc3O2)cc1 (centres undefined)
    0	15	-3	10	-8	1426	92	-5	1.1	0.9	-2.1
CCn1c(N2CCN(C(=O)NC3CCCCC3)CC2)nc2ccccc21
    -2	0	7	24	-4	1704	82	3	1.1	1	-1.8
Cc1cc(NC(=O)c2ccc3c(c2)OCCO3)no1
    -2	13	0	74*	-4	1770	41	9	1	0.9	0.7
C=C(C)c1cccc(C(C)(C)NC(=O)N2CCN(c3ccccc3OC)CC2)c1
    -5	16	-6	6	-1	1485	102	4	1	0.8	-0.32
Cn1c(=O)[nH]c(=O)c2c1nc(Br)n2CCCO
    6	11	-7	8	3	1517	97	-2	1	0.9	x
CS(=O)(=O)N1CCC(C(=O)Nc2cccc([N+](=O)[O-])c2)CC1
    0	-9	7	10	0	1545	95	-3	1	1.1	0.017
O=C1NC(c2ccc(Cl)cc2)Nc2ccccc21 (centres undefined)
    -1	-5	6	14	3	1747	94	-14	1	1	1.8
COc1ccccc1/C=C/C(=O)OCc1nc2ccccc2c(=O)[nH]1
    2	0	3	-10	4	1513	109	4	1	1	0.55

# Following part
# The line under a structure holds: PPARg SRC-1 ag	bIAP inh	PPARg SRC-2 ag	STAT3 inh	PPARg SRC-3 ag	TR-FRET SRC-2 ct	STAT3 activator	STAT1 blocker	TNAP act hi DEA	bIAP act	ROMK primary
COc1ccc(NC(=S)N2CCC(N(C)CCN3CCOCC3)CC2)cc1
    2	4	-5	1	4	1557	97	7	1.1	1	0.58
O=C(C1CCN(Cc2ccc(Cl)cc2)CC1)N1CCN(C(c2ccccc2)c2ccccc2)CC1
    -3	47	1	8	0	1494	98	-6	1	0.5	x
CNc1ccccc1-n1ccc(-c2ccccc2)n1
    4	34	-4	11	10	1647	93	-9	1.1	0.7	x
Cc1cccc(C)c1OCc1nc2ccccc2c(=O)n1/N=C/c1c[nH]c2ccccc12
    9	4	7	-3	2	1412	101	-1	1	1	x
COc1cccc(CN2CCNC(=O)C2CC(=O)NCCn2ccc3ccccc32)c1OC (centres undefined)
    5	3	3	-1	3	1528	107	1	1	1	x
Nc1nc(SCC(=O)Nc2ccc([N+](=O)[O-])cc2)n[nH]1
    4	6	5	8	3	1598	98	-1	1	0.9	-0.089
c1ccc2c(N3CCCCC3)nc(N3CCCCC3)nc2c1
    -3	-16	-2	2	-4	1330	101	-6	1.1	1.2	-0.56
Cc1nn(Cc2ccccc2)c(Cl)c1C(=O)OCc1nnc(-c2ccc(Cl)cc2)o1
    4	4	4	7	-3	1347	100	-6	1.1	1	-0.49
O=C(CSc1nc2c(cnn2-c2ccc(F)cc2)c(=O)[nH]1)N1CCCCCC1
    1	-3	5	15	0	1458	92	-4	1	1	x
Nc1nnc(SCn2nnc3ccccc3c2=O)s1
    3	5	-1	9	-2	1618	99	-16	1	1	-1.1
Cc1nn(-c2ccccc2)c2c1C1(C(=O)N(C)c3ccccc31)C(C#N)=C(N)O2 (centres undefined)
    6	11	7	-22	11	1505	122	11	1	0.9	x
O=C(OC(C(=O)Nc1cc(Cl)cc(Cl)c1)c1ccccc1)C1=COCCO1 (centres undefined)
    -5	-4	9	-4	-3	1516	102	1	1	1	-0.97
O=C(NCCN1CCOCC1)c1ccc2c(c1)N(Cc1ccc(F)cc1)C(=O)CS2
    11	-7	-1	5	5	1626	95	-1	1	1.1	x
Clc1ccc(-c2cn3cc(Br)ccc3n2)cc1Cl
    7	2	17	14	8	2032*	91	-72	1	1	x
CCCCC(=O)NC(=S)Nc1cccc(Cl)c1N1CCCCC1
    10	-7	4	4	-1	1662	97	6	1	1.1	0.16

# New compounds follow.
# The line under a structure holds: PPARg SRC-1 ag	bIAP inh	PPARg SRC-2 ag	STAT3 inh	PPARg SRC-3 ag	TR-FRET SRC-2 ct	STAT3 activator	STAT1 blocker	TNAP act hi DEA	bIAP act	ROMK primary
CN(C)c1nc(OCCNC(=O)COc2ccc(Cl)cc2Cl)nc(N2CCOCC2)n1
    1	2	-5	-2	-12	1638	103	-1	1.1	1	-0.91
Cc1cccc(CCNC(=O)c2nnc(Cc3ccc(Cl)cc3)o2)c1
    7	-15	8	-1	3	1206	101	-2	1.1	1.1	-0.15
COc1cc(C2=NOC(C(=O)NC3CCCCC3)C2)cc(OC)c1OC (centres undefined)
    1	9	13	10	2	1592	93	3	1	0.9	x
Cc1cc(C(=O)OCC(=O)NCc2ccco2)c(C)n1-c1ccc(F)cc1
    -4	-5	0	-4	-4	1433	107	-11	1	1.1	5.1*
COCCC(=O)Nc1ccc2c(c1)CN(C(=O)CCSC)CC2
    11	-3	7	6	1	1554	99	-9	1	1	0.59
CCN1CC(CN(C)Cc2cn(-c3cccc(C)c3)nc2-c2cccc(F)c2)CC1=O (centres undefined)
    6	8	3	1	3	1680	110	0	1	0.9	-0.007
Cc1ccc(-c2nnn(CC(=O)N3c4ccccc4CCc4ccccc43)n2)cc1
    4	-3	7	-2	-4	1679	103	-2	1	1	x
CCOC(=O)C1C(=O)C=C(Nc2ccccc2F)CC1c1ccccc1 (centres undefined)
    6	-4	2	-19	5	1435	117	-19	1	1	-1.2
CCN(C(=O)COC(=O)CNC(=O)c1ccc(F)cc1)C1CCS(=O)(=O)C1 (centres undefined)
    2	-25	-3	5	-1	1437	98	-2	1	1.2	-0.097
Cc1cccc(-n2c(C)cc(/C=N/NC(=O)c3ccc(CN4CCOCC4)cc3)c2C)c1
    7	-28	-3	24	3	1612	86	1	1	1.3	x
COc1ccc(C2C(C#N)=C(N)Oc3c2oc(CO)cc3=O)cc1 (centres undefined)
    4	-14	7	7	4	1535	98	-7	1	1.1	0.0031
COc1ccc(NCc2nnc(SCC(=O)Nc3ccc(OC)cc3OC)o2)cc1
    -1	-22	2	-2	0	1483	104	-7	1	1.2	1.4
O=C(Nc1ccccc1C(=O)NC(Cc1ccc(O)cc1)C(=O)O)c1ccccc1 (centres undefined)
    2	-8	2	15	4	1810	95	0	1	1.1	1.2
CCCOc1ccc(N2C(=O)CC(N3CCCC(C(=O)N4CCCC4)C3)C2=O)cc1 (centres undefined)
    3	4	13	0	-8	1543	101	2	1	1	1
O=C(NCCO)c1cccc2c1-c1ccccc1C2=O
    3	-36	-6	4	-1	1411	101	4	1	1.4	0.88

# Going on with the list.
# The line under a structure holds: PPARg SRC-1 ag	bIAP inh	PPARg SRC-2 ag	STAT3 inh	PPARg SRC-3 ag	TR-FRET SRC-2 ct	STAT3 activator	STAT1 blocker	TNAP act hi DEA	bIAP act	ROMK primary
Cc1n(-c2ccccc2)c2ccc(Cl)cc2[n+]1CCO
    9	-4	1	11	0	1502	95	4	1.1	1	0.54
O=C1CCCc2ccccc2N1Cc1cccc(F)c1
    5	-1	4	4	1	1548	97	-2	1.1	1	0.016
COc1ccc(Br)cc1C1Nc2ccccc2C(=O)N1NC(=O)c1ccncc1 (centres undefined)
    2	4	7	42	3	1493	67	5	1	1	-0.85
COc1ccc(-c2nc3ccccc3c(C(=O)Nc3ccc(S(=O)(=O)Nc4cc(C)on4)cc3)c2C)cc1
    -5	-20	5	0	-3	1474	100	-6	1.1	1.2	4.2*
Cc1noc(C)c1CSc1nc2ccccc2nc1NS(=O)(=O)c1ccc(Cl)cc1
    4	-4	4	32	-2	1596	78	5	1	1	-3.1*
CCOC(=O)c1c(-c2ccc(-c3ccccc3)cc2)csc1NC(=O)c1cccc(N2C(=O)CCC2=O)c1
    5	-27	3	3	0	1524	96	9	1	1.3	x
NC(=O)N1CCCC1C(=O)Nc1ccc(Cl)c(Cl)c1 (centres undefined)
    -3	23	-1	14	-4	1479	93	4	1.1	0.8	0.72
c1ccc2c(NCC3CCCO3)nc(-c3ccncc3)nc2c1 (centres undefined)
    -4	6	-3	-4	7	1692	105	-2	1	0.9	0.14
CCO[C@@H]1OC(C(=O)N2CCN(Cc3ccc4c(c3)OCO4)CC2)=C[C@H](c2cn(C(C)=O)c3ccccc23)[C@H]1CCCO
    8	-2	10	x	-1	1525	x	-2	1.1	1	x
Cc1cccc(NC(=O)CSc2nc3ccccc3o2)c1
    4	19	-2	12	-3	1575	97	-4	1	0.8	x
CCSc1nnc(NC(=O)C(C(F)(F)F)C(F)(F)F)s1
    -3	4	-5	1	-12	1667	101	-9	1.1	1	-0.03
COc1ccccc1NC(=O)c1cc(Sc2nncn2C)nc2ccccc12
    1	-5	9	0	4	1467	103	0	1	1	0.37
O=C(CSc1nnc(-c2ccccc2O)o1)N1CCc2ccccc2C1
    1	14	-7	-2	-1	1360	103	1	1	0.9	-1.1
Nc1n[nH]c(N)c1N=Nc1ccccc1
    6	-6	-6	12	0	1623	94	-11	1	1.1	2
Cc1[nH]c2ccccc2c1C(=O)C(=O)NCC1CCCO1 (centres undefined)
    8	-8	3	4	4	1503	98	-6	1	1.1	0.38

# A few values from above:
# For bIAP inh, `COc1ccc(Br)cc1C1Nc2ccccc2C(=O)N1NC(=O)c1ccncc1` (centres undefined) reads 4
# For TR-FRET SRC-2 ct, `NC(=O)N1CCCC1C(=O)Nc1ccc(Cl)c(Cl)c1` (centres undefined) reads 1479
